Runt-CBFb FRET: Runt domain-CBFb interaction inhibition; AID 1496; Cerulean-Runt/Venus-CBFb FRET ratio 530/480, 1 h; inhibition, % at 20 µM; Q01196+Q13951; 0.46% of 220,000 active;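 active means inhibition over about 50% at 20 µM in the single-dose screen, limit read from the data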;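 further: 0% = DMSO wells and 100% = excess unlabeled CBFb competitor control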
Target sequence (Q01196 whole entry, looked up, the tested form may be a part): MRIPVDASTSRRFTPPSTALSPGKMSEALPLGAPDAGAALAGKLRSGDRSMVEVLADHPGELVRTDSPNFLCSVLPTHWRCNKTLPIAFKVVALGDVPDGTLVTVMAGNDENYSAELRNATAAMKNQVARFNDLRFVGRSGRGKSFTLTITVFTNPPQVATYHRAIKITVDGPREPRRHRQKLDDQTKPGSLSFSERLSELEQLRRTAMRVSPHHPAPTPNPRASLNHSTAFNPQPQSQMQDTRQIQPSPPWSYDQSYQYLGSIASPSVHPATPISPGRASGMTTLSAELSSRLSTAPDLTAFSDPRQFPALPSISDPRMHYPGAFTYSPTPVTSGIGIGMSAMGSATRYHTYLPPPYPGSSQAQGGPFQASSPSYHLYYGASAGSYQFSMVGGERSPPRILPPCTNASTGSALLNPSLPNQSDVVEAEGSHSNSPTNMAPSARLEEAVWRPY
Target sequence (Q13951 whole entry, looked up, the tested form may be a part): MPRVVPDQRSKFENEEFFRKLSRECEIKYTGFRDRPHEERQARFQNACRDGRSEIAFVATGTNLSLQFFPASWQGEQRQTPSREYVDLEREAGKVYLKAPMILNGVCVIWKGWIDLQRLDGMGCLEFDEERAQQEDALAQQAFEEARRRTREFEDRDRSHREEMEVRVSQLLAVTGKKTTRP
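Reagent – Venus-CBFb binding partner, 100 nM · Assay system – Cerulean-tagged RUNX1 Runt domain (FRET donor) fusion protein · Input – 100 nM per protein · Incubation – two 1 h room-temperature incubations shielded from light · Measured by – FRET fluorescence · Medium – Tris buffer pH 7.5 with salts and BSA · Benchmarks – unlabeled CBFb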
14-3-3 Bad PPI: disrupts binding of bovine 14-3-3 zeta to phospho-Bad peptide. 0.71% of 220,000 active. TR-FRET 14-3-3zeta/Dy647-pBad peptide displacement, 1 h. inhibition, % at 21.7 µM. P63103;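 active means inhibition above about 70%, limit read from the data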;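 further: 0% = full 14-3-3 plus peptide FRET controls and 100% = background without 14-3-3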
Target sequence (P63103 whole entry, looked up): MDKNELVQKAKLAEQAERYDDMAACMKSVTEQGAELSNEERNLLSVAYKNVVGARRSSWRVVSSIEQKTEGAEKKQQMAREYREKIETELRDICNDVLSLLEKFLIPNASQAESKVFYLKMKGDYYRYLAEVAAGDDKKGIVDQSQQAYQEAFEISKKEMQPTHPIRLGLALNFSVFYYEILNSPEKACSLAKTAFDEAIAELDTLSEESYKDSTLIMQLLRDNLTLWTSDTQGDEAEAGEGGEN
KLK5 inh: kallikrein 5 (human) inhibition. 0.59% of 210,000 active. inhibition, % at 5 µM. Q9Y337. recombinant hK5, fluorogenic AMC substrate cleavage;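 active means inhibition of 40% or more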;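 further: 0% = enzyme controls without compound and 100% = no-enzyme blanks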
Thrombin inh: blocks human thrombin protease activity | P00734 | alpha-thrombin, Boc-VPR-AMC fluorogenic substrate cleavage | inhibition, % at 5 µM | 0.26% of 220,000 active | AID 1046;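 active means inhibition at or above 40%; inactive means inhibition below 40%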;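 further: 0% = enzyme with no compound and 100% = wells without enzyme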
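signal = AMC fluorescence, 355/460 nm | material = human alpha-thrombin enzyme | control set = enzyme without compound as high, wells lacking enzyme as low | times = reaction at room temperature | read-out basis = percent inhibition scaled between no-compound controls and no-enzyme blanks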
Wee1 degr inh: inhibitors of human Wee1 degradation. P30291. HeLa Luc-Wee1K328M stability, luciferase luminescence; 100% = proteasome inhibitor MG132 effect. reporter increase, % at 5 µM. 1.2% of 220,000 active. AID 1321;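 active means activation above the mean of all tested compounds plus 3 SD, set per screening run, cut at about 8.8% in these data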;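 further: cells exposed to compound for 20 h before luminescence read; 0% = DMSO alone and 100% = MG132 at 30 µM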
FXIIa inh 1536: blocks human coagulation factor XIIa protease activity | P00748 | purified FXIIa, Boc-QGR-AMC fluorogenic substrate, 2 h | inhibition, % at 5 µM | 0.3% of 220,000 active; in the data active means inhibition above about 40%;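 further: 0% = enzyme with no compound and 100% = blank without enzyme; many of its hits are not listed in these tables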
Runt-SMMHC FRET: inhibitors of human RUNX1 Runt domain binding to CBFb-SMMHC; inhibition, % at 20 µM; Q01196+Q13951; 0.74% of 220,000 active; Cerulean-Runt/Venus-CBFb-SMMHC FRET ratio 530/480, 1 h;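 active means mean inhibition across duplicate retests at 20 µM reaching about 50%, limit read from the data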;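 further: 0% = DMSO wells and 100% = wells with excess untagged CBFb-SMMHC; inhibitors lower the FRET ratio by blocking Runt binding to CBFb-SMMHC; some results filed as inactive read as strong as hits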
FXIa inh 1536: inhibitors of human coagulation factor XIa; P03951; AID 798; 0.14% of 220,000 active; purified FXIa, Boc-Glu-Ala-Arg-AMC fluorogenic substrate; inhibition, % at 5 µM;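 active means inhibition of at least 40%; inactive means inhibition below 40%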;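 further: fluorescence of freed AMC excited at 355 nm; 0% = enzyme without compound and 100% = no enzyme blank; many of its hits are not listed in these tables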
Hck-Nef inh: human Hck-Nef kinase inhibition; P08631; Recombinant Hck-YEEI plus Nef, Z-Lyte FRET kinase assay; AID 463187; 0.68% of 220,000 active; inhibition, % at 20 µM;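 active means Hck-Nef kinase inhibition above about 50%, limit read from the data; inactive means inhibition below that limit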;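 further: 0% = DMSO with Hck plus Nef and 100% = Hck alone without Nef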
* hit, by the source's call; nt = no result given; [ ] = another dose, or the depositor's remark.

[1] COc1cc2cc(C)c3nnc(SCC(=O)Nc4cc(C)on4)n3c2cc1OC
[2] CN(C)/C=C/c1oc2ccc(O)cc2c1[N+](=O)[O-]
[3] O=C(COC(=O)Cc1ccccc1F)Nc1cc(S(=O)(=O)N2CCOCC2)ccc1N1CCCC1
[4] Cc1nc(NCc2ccco2)nc2c1C(=O)CC(C)C2 (centres undefined)
[5] O=C(O)/C=C/C(=O)NCc1ccccn1
[6] CC(=O)c1c(C)[nH]c(C(=O)OCC(=O)N2c3ccccc3NC(=O)C2(C)C)c1C
Compound,1,2,3,4,5,6
Runt-CBFb FRET,1,-7,-1,0,-1,1
14-3-3 Bad PPI,-7,-5,0,4[fluorescence artefact?],-11,-14[fluorescence artefact?]
KLK5 inh,-17,1,-9,-8,-3,-16
Thrombin inh,0,nt,-10,0,-7,0
Wee1 degr inh,0,2,5,-1,-1,-2
FXIIa inh 1536,16,11,15,15,7,9
Runt-SMMHC FRET,-6,-16,1,-3,-5,3
FXIa inh 1536,-4,9,5,9,-5,8
Hck-Nef inh,3,19,0,7,19,6

[7] CCOC(=O)NC(=O)/C(C=Nc1ccc(Cl)cc1)=C(\C)O
[8] COc1ccc2oc(C(=O)c3ccccc3)c(N)c2c1
[9] N#Cc1sc(C(N)=O)c(-c2ccccc2)c1-c1ccccc1
[10] COCCNC(=O)[C@H]1C[C@@H]1[C@H](NP(=O)(c1ccccc1)c1ccccc1)c1ccccc1
[11] Cn1cccc1-c1nc2ccc(NC(=O)c3ccco3)cc2[nH]1
[12] CCNc1nc(NCC)nc(C(=O)OCCO)n1
Compound,7,8,9,10,11,12
Runt-CBFb FRET,-1,nt,0,-2,3,0
14-3-3 Bad PPI,-3,-19,-9,-3[fluorescence artefact?],-10,-4
KLK5 inh,5,49*,-4,-6,-4,-16
Thrombin inh,6,26,-6,3,6,-10
Wee1 degr inh,2,1,2,-1,0,0
FXIIa inh 1536,12,28,3,13,11,1
Runt-SMMHC FRET,0,7,-2,-1,1,-2
FXIa inh 1536,1,15,-2,6,1,-8
Hck-Nef inh,1,0,1,-3,-2,1

[13] Oc1c(C=Nc2ccc(Cl)cn2)sc2ccccc12
[14] Cc1cc(NC(=O)c2ccccc2Oc2ccccc2)no1
[15] O=C1c2ccccc2C(Nc2ccc(S(=O)(=O)N3CCCCCC3)cc2)N1Cc1ccco1 (centres undefined)
[16] CC(C)(C)CN1CCNC(=O)C1CC(=O)NCCN1CCCc2ccccc21 (centres undefined)
[17] CCOC(=O)c1c(NC(=O)c2nn(C)cc2[N+](=O)[O-])sc(C)c1C
[18] CNc1oc(C)nc1S(=O)(=O)c1ccc(C)cc1
Compound,13,14,15,16,17,18
Runt-CBFb FRET,22,-2,1,7,-1,0
14-3-3 Bad PPI,8,-2[fluorescence artefact?],41,-11,28,-7
KLK5 inh,9,-5,-4,8,2,6
Thrombin inh,-6,-2,2,-2,-3,-1
Wee1 degr inh,0,3,0,6,-1,1
FXIIa inh 1536,1,-14,-1,7,10,12
Runt-SMMHC FRET,-11,2,1,13,0,0
FXIa inh 1536,-7,1,3,0,-2,0
Hck-Nef inh,2,1,-1,27,23,2

[19] CCn1cc(/C=C/C(=O)Nc2ccn(Cc3c(F)c(F)cc(F)c3F)n2)cn1
[20] CN(c1cc(=O)n2ccccc2n1)C1CCCCC1
[21] Cn1c(=O)cc(NCc2ccccc2)[nH]c1=O
[22] COCCN1Cc2cccc(C(=O)NCc3ccc4c(c3)OCO4)c2C1=O
[23] COc1ccccc1OCCC(=O)OCC(=O)NCc1ccccc1
[24] CCCCNC(=O)NS(=O)(=O)c1ccc(NS(=O)(=O)c2ccccc2)cc1
Compound,19,20,21,22,23,24
Runt-CBFb FRET,2,0,0,-3,4,-1
14-3-3 Bad PPI,12[fluorescence artefact?],0,4,0,-6[fluorescence artefact?],9
KLK5 inh,-3,-6,5,-2,-8,-7
Thrombin inh,1,3,6,8,-15,4
Wee1 degr inh,-3,-1,2,2,-1,0
FXIIa inh 1536,7,15,11,30,9,8
Runt-SMMHC FRET,0,5,-5,6,4,5
FXIa inh 1536,16,5,5,21,5,-1
Hck-Nef inh,5,3,-1,5,3,2

[25] O=C(CCCCCCN1C(=O)c2ccccc2C1=O)NC1CCCCC1
[26] COc1cc(S(=O)(=O)N2CCOCC2)ccc1NC(=O)CSc1nnc(N)s1
[27] O=C(COC(=O)c1cccc(F)c1)NC1CC1
[28] CN(Cc1ccccc1)S(=O)(=O)c1ccc(N2CCOCC2)nc1
[29] CCc1c(O)nc(SCC(=O)Nc2ccccc2C)[nH]c1=O
[30] CC(C)(C)n1nnnc1C(c1cccc(C(F)(F)F)c1)N1CCOCC1 (centres undefined)
Compound,25,26,27,28,29,30
Runt-CBFb FRET,-6,1,1,0,0,0
14-3-3 Bad PPI,3,-9,-15,2,9,-2
KLK5 inh,0,-14,5,-2,-14,-3
Thrombin inh,2,27,-12,-5,-5,-4
Wee1 degr inh,-1,3,2,-2,-3,1
FXIIa inh 1536,17,6,7,3,3,6
Runt-SMMHC FRET,-21,-4,2,-4,4,3
FXIa inh 1536,8,-10,-3,-2,-6,-10
Hck-Nef inh,-6,2,21,17,5,0

[31] COc1ccc(C)cc1S(=O)(=O)N1CCC(C(=O)N2CCOCC2)CC1
[32] Cc1cc(CC(C)C)n(-c2nc3ccccc3c(=O)n2OCc2ccccc2)n1
[33] CCOc1ccccc1N1CCN(Cc2ccc(Br)s2)CC1
[34] CC1CCc2nc(NC(=O)c3cc(C(C)(C)C)nn3C)sc2C1 (centres undefined)
[35] CC1CC(C)CN(CCCNC(=O)Cc2c(C(=O)O)[nH]c3ccccc23)C1 (centres undefined)
[36] CCCN(CCC)c1nc(Cl)nc(NCc2ccco2)n1
Compound,31,32,33,34,35,36
Runt-CBFb FRET,1,-5,-2,0,-2,-1
14-3-3 Bad PPI,2,-9,76*,3,0,-19
KLK5 inh,-4,-12,-13,4,1,-20
Thrombin inh,2,2,5,-2,-3,-20
Wee1 degr inh,-2,2,5,5,-1,2
FXIIa inh 1536,3,7,23,10,11,-4
Runt-SMMHC FRET,-2,0,-3,0,-6,1
FXIa inh 1536,-9,-2,10,-3,2,-20
Hck-Nef inh,1,0,1,26,-2,1

Ordered by molecular weight (descending): 3 of the compounds above.
[32] Cc1cc(CC(C)C)n(-c2nc3ccccc3c(=O)n2OCc2ccccc2)n1
[33] CCOc1ccccc1N1CCN(Cc2ccc(Br)s2)CC1
[35] CC1CC(C)CN(CCCNC(=O)Cc2c(C(=O)O)[nH]c3ccccc23)C1 (centres undefined)
Compound,32,33,35
Runt-CBFb FRET,-5,-2,-2
14-3-3 Bad PPI,-9,76*,0
KLK5 inh,-12,-13,1
Thrombin inh,2,5,-3
Wee1 degr inh,2,5,-1
FXIIa inh 1536,7,23,11
Runt-SMMHC FRET,0,-3,-6
FXIa inh 1536,-2,10,2
Hck-Nef inh,0,1,-2

Carrying on.
[37] COc1ccc(NC(=O)N2CCN(C(=O)Nc3ccc(OC)cc3)CC2)cc1
[38] CC(C)(C)NC(=O)CSc1nnc(Cc2ccccc2)n1CC1CCCO1 (centres undefined)
[39] O=C(O)CCNS(=O)(=O)c1ccc(Oc2ccccc2)cc1
[40] CCOC(=O)CCC(NC(=O)CCCCCCCC(=O)NC(CCC(=O)OCC)C(=O)OCC)C(=O)OCC (centres undefined)
[41] COc1ccc(NC(=O)CCCCn2c(=O)[nH]c3ccccc3c2=O)cc1
[42] N#Cc1cn(CC(=O)O)c2ccccc12
Compound,37,38,39,40,41,42
Runt-CBFb FRET,1,-3,3,0,-1,0
14-3-3 Bad PPI,-17,-14,-5,8,-4,12
KLK5 inh,7,1,-28,-2,-4,-8
Thrombin inh,5,-5,-1,-2,2,0
Wee1 degr inh,0,-1,-2,0,2,-2
FXIIa inh 1536,15,10,8,1,10,12
Runt-SMMHC FRET,0,0,-2,-1,4,-7
FXIa inh 1536,5,-2,-13,-5,4,4
Hck-Nef inh,7,19,0,0,1,0

Some of these compounds in order of count of non-hydrogen atoms, smallest number first.
[42] N#Cc1cn(CC(=O)O)c2ccccc12
[36] CCCN(CCC)c1nc(Cl)nc(NCc2ccco2)n1
[33] CCOc1ccccc1N1CCN(Cc2ccc(Br)s2)CC1
[34] CC1CCc2nc(NC(=O)c3cc(C(C)(C)C)nn3C)sc2C1 (centres undefined)
[41] COc1ccc(NC(=O)CCCCn2c(=O)[nH]c3ccccc3c2=O)cc1
[37] COc1ccc(NC(=O)N2CCN(C(=O)Nc3ccc(OC)cc3)CC2)cc1
[40] CCOC(=O)CCC(NC(=O)CCCCCCCC(=O)NC(CCC(=O)OCC)C(=O)OCC)C(=O)OCC (centres undefined)
Compound,42,36,33,34,41,37,40
Runt-CBFb FRET,0,-1,-2,0,-1,1,0
14-3-3 Bad PPI,12,-19,76*,3,-4,-17,8
KLK5 inh,-8,-20,-13,4,-4,7,-2
Thrombin inh,0,-20,5,-2,2,5,-2
Wee1 degr inh,-2,2,5,5,2,0,0
FXIIa inh 1536,12,-4,23,10,10,15,1
Runt-SMMHC FRET,-7,1,-3,0,4,0,-1
FXIa inh 1536,4,-20,10,-3,4,5,-5
Hck-Nef inh,0,1,1,26,1,7,0

Further compounds follow.
[43] Cc1nc(-c2cccc(NC(=O)Cc3ccccc3)c2)cs1
[44] CN(C)S(=O)(=O)c1cccc(NC(=O)CN2C(=O)C3C4C=CC(C4)C3C2=O)c1 (centres undefined)
[45] CCOC(=O)NC(=O)CSc1ccc2ccccc2n1
[46] O=C(O)COc1ccccc1Cc1ccccc1
[47] CCNC(=O)COC(=O)c1cc(S(=O)(=O)N2CCCc3ccccc32)ccc1Cl
[48] CCC(C)n1cnc2c(=O)oc3ccccc3c21 (centres undefined)
[49] Cc1ccc(CCNS(=O)(=O)c2cnc[nH]2)cc1
[50] CCN(CC)CCCC(C)NC(=O)c1cc(=O)c2ccccc2o1 (centres undefined)
[51] COc1ccc(-n2c(SCC(=O)Nc3nccs3)nc3sc4c(c3c2=O)CCN(C)C4)cc1
Compound,43,44,45,46,47,48,49,50,51
Runt-CBFb FRET,1,0,-3,88*,-2,1,0,-1,0
14-3-3 Bad PPI,1,-24,4,10,0,-22[fluorescence artefact?],-6,-10,15[fluorescence artefact?]
KLK5 inh,2,-20,0,7,-5,-10,-16,-2,-3
Thrombin inh,-2,-2,-6,-2,-4,-7,-1,-10,-5
Wee1 degr inh,-1,-1,-1,-1,0,3,3,5,0
FXIIa inh 1536,nt,2,nt,-3,9,-1,8,10,0
Runt-SMMHC FRET,2,2,-7,143,-1,0,-3,0,1
FXIa inh 1536,-1,-5,0,6,7,4,-11,21,1
Hck-Nef inh,-29,2,-37,-2,4,-9,-6,20,1

Compounds were not picked by outcome; about 4.2% have a hit in one of these screens.
